Coupling enz – counter-screen for Giardia aldolase inhibitors: coupling enzyme system | activity change, negative = inhibition, % at 58.2 µM, hits read low | coupling enzyme system counterscreen, AmpLite Red fluorescence | actives 0.67% (n = 290,000); in the data active = activity change below about -30%; note: % is set by controls: 0 for no effect and ±100 for the full control effect
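Counterscreen of the coupled detection system alone, without aldolase: glyceraldehyde-3-phosphate coupling enzymes plus AmpLite Red readout. Compounds at 57.5 uM final, 10 min RT preincubation, 20 min RT reaction, fluorescence 525/598 nm.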
PKM2 activator – activators of human pyruvate kinase M2. P14618. purified PKM2, Kinase-Glo ATP luminescence, activation; response scale: 0% is enzyme alone, no compound. Potency, µM (highest dose often 57.5 µM), inactives show at the highest dose activation, usual class: activators. actives 0.34% (n = 260,000). AID 1631; note: potency is the fitted concentration of half-maximal effect; % is set by controls: 0 for no effect and ±100 for the full control effect; nearly all actives have a fitted effect of over 55% in size
Target sequence (P14618 whole entry, looked up): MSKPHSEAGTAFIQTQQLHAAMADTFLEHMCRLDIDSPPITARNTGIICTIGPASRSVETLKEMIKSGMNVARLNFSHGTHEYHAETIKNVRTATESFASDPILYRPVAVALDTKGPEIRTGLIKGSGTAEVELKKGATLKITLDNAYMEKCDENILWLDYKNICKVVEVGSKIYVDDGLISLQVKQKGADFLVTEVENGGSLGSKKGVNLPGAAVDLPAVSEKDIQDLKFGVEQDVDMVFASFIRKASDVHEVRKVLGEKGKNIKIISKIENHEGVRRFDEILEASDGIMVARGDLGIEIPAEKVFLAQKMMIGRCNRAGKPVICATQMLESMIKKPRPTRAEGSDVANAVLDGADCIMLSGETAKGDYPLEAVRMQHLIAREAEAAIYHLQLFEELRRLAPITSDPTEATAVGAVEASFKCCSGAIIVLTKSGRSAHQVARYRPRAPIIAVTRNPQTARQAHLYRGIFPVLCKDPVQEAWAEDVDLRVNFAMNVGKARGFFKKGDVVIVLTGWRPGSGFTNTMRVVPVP
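Purified hPK-M2 (>95%) run at intermediate activity with 0.1 mM ADP and 0.5 mM PEP in 50 mM imidazole pH 7.2, KCl, MgCl2; 1 h room temperature. ATP formed read by Kinase-Glo luminescence; normalized to uninhibited and no-enzyme controls.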
S-ASM inh – blocks human secretory acid sphingomyelinase; actives 0.006% (n = 340,000); placental ASM, HMU-PC fluorogenic substrate, 60 min; P17405; Potency, µM (titrated, usually from 57.5 µM), inactives show at the top dose activity change, negative = inhibition, most hits filed as inhibitors; note: potency is the fitted concentration of half-maximal effect
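HMU-PC0 cleavage (9 uM final) by human placental ASM, 60 min at 37 °C following 10 min compound exposure at RT; stopped at pH 10, fluorescence Ex 386/Em 447 nm.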
GALK inhibitor – inhibitors of human galactokinase; P51570; Purified GALK, Kinase-Glo residual ATP luminescence; Potency, µM (series often up to 57.5 µM), without a hit: top-dose activity change, negative = inhibition, hits mostly inhibitors; actives 0.007% (n = 270,000); AID 1868; note: potency is the fitted concentration of half-maximal effect; % is set by controls: 0 for no effect and ±100 for the full control effect
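Galactose (100 uM) and ATP (35 uM) were turned over by 5 nM GALK for 1 h at RT. Kinase-Glo Plus then converted the remaining ATP into a luminescent signal.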
Tb PFK block – inhibitors of T. brucei phosphofructokinase. Potency, µM (series often up to 57.5 µM), for the others: at the highest dose activity, negative = inhibition, usual class: inhibitors. actives 0.17% (n = 330,000). O15648. T. brucei PFK, ADP-Glo luminescence;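 note: potency is the fitted concentration of half-maximal effect; 0% = uninhibited 1x PFK enzyme wells and -100% = no-enzyme wells; nearly all actives have a fitted effect of over 60% in size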
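Compounds were pin-transferred as a titration series up to 57 uM into substrate buffer (0.5 mM F6P, 0.1 mM ATP, pH 8.0), then 1.25 nM PFK was added and reactions ran 45 min before ADP-Glo detection.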
BCR signal inh – chronic active BCR signaling inhibition; ABC-DLBCL IkBa-CBG/CBR reporter, luminescence ratio, 4 h; Potency, µM (highest dose often 46.1 µM), for inactives: at the highest dose ratio change, negative = lower green/red ratio, actives largely listed as inhibitors; actives 0.05% (n = 340,000); active = well fitted inhibition curve with a large enough effect in the signal ratio, with a control signal flat, not every such curve was filed as active; inconclusive = small, poorly fitted or top-dose-only effect, or effect the other way, or a change in a side signal; the % refers to the signal ratio;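 note: potency is the fitted concentration of half-maximal effect; plate controls were basal doxycycline-induced cells for no effect and cells given 10 µM MG132 for full effect; MG132 reads +100%, hits lower the ratio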
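Doxycycline induced both beetle luciferases in TMD8 lymphoma cells; IKK-driven degradation limits the IkappaBalpha-fused green signal, while red luminescence normalises for cell number and nonspecific effects. Compounds tested up to 46 uM, 4 hrs.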
PTAP TSG101 blk – blocks PTAP/TSG101 interaction to inhibit HIV-1 budding. Q99816. Fluorescence polarization, FITC-PTAP peptide / Tsg101 binding. Potency, µM (series often up to 115 µM), inactives show at the highest dose activity change, negative = inhibition, actives largely listed as inhibitors. 340,000 tested, under 10 active. AID 493005; active = well fitted inhibition curve with a large enough effect in the main read-out, with a control signal flat, not every such curve was filed as active; inconclusive = small, poorly fitted or top-dose-only effect, or effect the other way, or a change in a side signal; inactive = no such curve, though single readings can be large or run the other way; note: potency is the fitted concentration of half-maximal effect; % of control where 0% means no effect
Target sequence (Q99816 whole entry, looked up): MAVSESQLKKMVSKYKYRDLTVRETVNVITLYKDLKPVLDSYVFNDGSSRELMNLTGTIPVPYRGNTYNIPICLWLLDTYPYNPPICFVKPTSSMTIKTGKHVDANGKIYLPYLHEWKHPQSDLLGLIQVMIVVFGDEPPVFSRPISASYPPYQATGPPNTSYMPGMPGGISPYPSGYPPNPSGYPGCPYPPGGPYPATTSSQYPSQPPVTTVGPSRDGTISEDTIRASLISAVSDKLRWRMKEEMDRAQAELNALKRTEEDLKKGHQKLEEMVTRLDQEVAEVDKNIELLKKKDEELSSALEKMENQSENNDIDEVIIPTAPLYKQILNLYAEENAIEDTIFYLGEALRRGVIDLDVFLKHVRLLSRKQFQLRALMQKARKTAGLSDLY
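Fluorescence polarization binding of Tsg101 binding domain (10 uM final) to FITC-labeled PTAP peptide (50 nM final) in HEPES pH 7.5 buffer with NaCl, Tween 20, EDTA, TCEP. Compounds added before peptide; binding 20 min at RT.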
B2AR arrestin – recruits beta-arrestin to the human beta2-adrenergic receptor | beta-arrestin recruitment to beta2AR, cell-based reporter | Potency, µM (series often up to 46.1 µM), for inactives: at the highest dose activation, usual class: activators | actives 0.02% (n = 330,000) | AID 492947;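 note: potency is the fitted concentration of half-maximal effect; 0% = DMSO controls and full agonism = EC100 isoproterenol or metaproterenol; nearly all actives have a fitted effect of over 65% in size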
Giardia kill – Giardia lamblia killing; Giardia lamblia trophozoite viability; activity change, % at 7.66 µM, hits read low; actives 0.15% (n = 340,000); in the data active = activity change below about -80%; inconclusive = between about -30% and that limit;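 note: parasites exposed to compound for two days anaerobically before the ATP read; % is set by controls: 0 for no effect and ±100 for the full control effect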
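Giardia trophozoites, 100 cells per well, were exposed to compounds for 48 hrs at 37 deg C under anaerobic conditions; viability was then read as ATP content by bioluminescence after 15-30 min at room temperature.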
a7 integrin act – activators of alpha7 integrin expression for muscular dystrophy; alpha7betagal myoblasts, beta-gal FDG fluorescence, 48 h; actives 0.064% (n = 350,000); Potency, µM (series often up to 38.3 µM), without a hit: at the top dose activation, hits mostly activators;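 note: potency is the fitted concentration of half-maximal effect; 100% = response of the positive control SU9516; nearly all actives have a fitted effect of over 60% in size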
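Alpha7betagal+/- myoblasts (passage 13) were plated 16-24 hr, then exposed to compounds (1:260 dilution of DMSO stock) for 48 hours at 37C. After MPER lysis, β-galactosidase reporter activity was read as FDG fluorescence (ex 480/em 540) after 30 minutes.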
Menin-MLL TR inh – displaces Texas Red mutant MLL peptide from human menin; O00255; Menin + Texas Red MLL mutant peptide, fluorescence polarization; Potency, µM (series often up to 61.6 µM), for the others: at the highest dose FP activity change, negative = inhibition, usual class: inhibitors; actives 0.23% (n = 270,000); AID 1768; active = well fitted inhibition curve with a large enough effect in the polarisation, with a control signal flat, not every such curve was filed as active; inconclusive = small, poorly fitted or top-dose-only effect, or effect the other way, or a change in a side signal; inactive = no such curve, though single readings can be large or run the other way; the % refers to the polarisation; note: potency is the fitted concentration of half-maximal effect; % of control where 0% means no effect; many of its hits are not listed in these tables
Numbers without * were called inactive; ? = inconclusive; . = no result given; & = joins results of further samples; [ ] = another dose, or the depositor's remark. Unless noted, calls come from the whole dose curve; as a rule, active = well fitted curve in the direction sought with a large enough effect; inconclusive = small, poorly fitted or top-dose-only effect, or another doubt; inactive = no such curve, though single readings can be large; an effect the other way counts as inactive or inconclusive. Only part of the results is shown, so the mix of outcomes need not match the whole.

Each structure is followed by: PKM2 activator	Giardia kill	Menin-MLL TR inh	S-ASM inh	BCR signal inh	B2AR arrestin	Coupling enz	GALK inhibitor	a7 integrin act	PTAP TSG101 blk	Tb PFK block
> Cc1ccc(C)c(Cn2c(C)nc3c(sc(=S)n3-c3ccccc3)c2=O)c1
→ 19%	6	25%	5%	-1%	0.2%	4	-1%	31%	0%	5%
> O=C(CCNC(=O)c1ccccc1Cl)NN=Cc1ccccc1[N+](=O)[O-]
→ .	-2	.	2%	0%	0.2%	.	.	-10%	-12%	-1%
> CC[C@@]1(C(=O)OC)N[C@H](CN(C)C(=O)c2ccc(F)cc2)[C@@H]2C(=O)N(C)C(=O)[C@@H]21
→ .	4	.	1%	1%	-0.8%	.	.	-19%	-4%	12%
> CNc1nc(CC(C)=O)ns1
→ 2%	27	17%	2%	-4%	-0.2%	5	4%	-21%	-5%	3%
> COc1ccc(/C=C/c2onc(C)c2S(=O)(=O)N2CCC(C(=O)N3CCC(C)CC3)CC2)cc1
→ 0%[0.46 µM]	-2	13%	15%	4%&-1%	-0.8%	0	-1%	6%	0%	-2%
> CC(C)C(CCN1C(=O)c2ccccc2C1=O)c1ccco1 (centres undefined)
→ -1%	8	-1%	-1%	5%	-1.0%	1	0%	-24%	-4%	3%
> COc1ccccc1N=C(C)C1=C(O)COC1=O
→ 6%	2	3%	-2%	?	0.0%	0	0%	15%	-3%	1%
> CCn1c(SCC(=O)N/N=C(/C)c2ccncc2)nc2ccccc21
→ 1%	22	.	0%	-2%	-0.8%	0	5%	-9%	0%	-2%
> CCOc1ccccc1/C=N/n1nnnc1N
→ -6%	-11	-15%	1%	0%	0.2%	2	5%	6%	-11%	-1%
> O=S(=O)(CCN1CCN(c2ccccc2O)CC1)c1cc(Cl)ccc1Cl
→ .	21	.	-2%	?	0.1%	.	.	-54%[inhibitor]	0%	-1%
> Cc1nc2ccc(N=NC3=C(O)CC(C)(C)CC3=O)cc2s1
→ -10%	1	1%	-3%	1%	0.1%	-3	1%	-36%	0%	0%
> COC(=O)c1cc(CNC(=O)C(C)NS(=O)(=O)c2ccc(C)c(C)c2)ccc1OC (centres undefined)
→ .	14	-37%	1%	-10%	-0.4%	7	.	-26%	-4%	-9%
> CC(=O)Nc1ccc(C(=O)Nc2ccc(S(=O)(=O)NCC3CCCO3)cc2)cc1 (centres undefined)
→ 17%	-2	6%	0%	0%	0.0%	-1	2%	-6%	-3%	-2%
> CC(=O)c1ccc(OCC(C)C)c(CN2CCCCC2)c1
→ -36%	-20	-2%	-1%	-2%	0.0%	7	0%	1%	3%	0%
> CCOC(=O)c1c2ccccc2[n+]([O-])n1CCO
→ .	35[activator]	.	4%	?	0.1%	.	.	11%	-10%	0%
> CC(C)C[C@H](NC(=O)N1CC(=O)Nc2ccccc21)C(=O)N[C@@H](Cc1c[nH]c2ccccc12)C(=O)O
→ 0%	20	11%	-2%	-2%	0.8%	0	.	5%	-4%	0%
> Cc1c(C(=O)O)c(C(=O)O)nc2ccc(N3CCOCC3)cc12
→ 15%	.	?	.	2%	0.1%	-21	9%	.	.	-6%
> CCc1ccc(N=C2NC(=O)/C(=C/c3cc(OC)c(O)c(OC)c3)S2)cc1
→ 2%	10	?	-26%	-17%	3.8%	-2	-5%	?	-1%	-1%
> O=C(CNc1cccc([N+](=O)[O-])c1)N/N=C/c1ccc(F)cc1
→ -3%	8	?	-3%	0%	-0.2%	-1	1%	18%	-8%	-16%
> COc1ccc2c(c1OC)C(=O)OC2CC(=O)c1ccc(O)cc1 (centres undefined)
→ 6%	-9	-1%	-1%	?	-0.2%	16	3%	5%	0%	3%
> CC1(C)Cc2c(cnn2-c2ccccc2)C(NC(=O)C2(C(N)=O)CC2)C1 (centres undefined)
→ 1%	6	-14%	.	4%	-2.1%	-3	-1%	0%	-4%	-5%
> CCOC(=O)C(C)(C)N(Cc1cccc(C)c1)S(=O)(=O)c1cccc([N+](=O)[O-])c1
→ -7%	6	-1%	-4%	?	-0.3%	-2	-3%	1%	-1%	0%
> COc1ccccc1C1C(C(=O)NCc2ccccc2)=C(C)Nc2ncnn21 (centres undefined)
→ 4%	6	-19%	20%	-10%	0.3%	-1	-4%	9%	-5%	17%
> Cc1ccccc1N=C1NC(=O)/C(=C/c2cccn2-c2cccc(C(=O)O)c2)S1
→ 12%	-2	13%	-4%	2%	-0.1%	14	-6%	-23%	-3%	-28%
> CCn1c2ccccc2c2cc(/C=N/NC(=O)c3cccc(C)c3)ccc21
→ 4%	-5	-2%	64%	?	0.3%	5	-1%	-15%	-4%	0%
> O=C(N/N=C/c1cccc(OC(=O)c2ccc3c(c2)OCO3)c1)c1cncc(Br)c1
→ 17%	-10	9%	1%	?	-0.2%	-1	0%	8%	-7%	-10%
> CCCC(C)NC(=O)COC(=O)c1ccccc1SCC(=O)NC(C)CCC (centres undefined)
→ -1%	-16	-4%	2%	1%	0.2%	1	-1%	2%	0%	0%
> COC(=O)[C@H](c1ccccc1Cl)N1CCc2sccc2C1
→ 3%	-3	-21%	-8%	-2%	0.0%	-5	.	.	-2%	2%
> COc1ccc2cc(C)c3nnc(SCC(=O)Nc4nc(-c5ccc(F)cc5)cs4)n3c2c1
→ -2%	-13	-11%	3%	1%	-1.0%	0	1%	14%	1%	1%
> O=[N+]([O-])c1cc(C(F)(F)F)cc([N+](=O)[O-])c1NCCNC(=S)Nc1ccc(Cl)c(Cl)c1
→ -3%	27	.	-23%	?	-0.6%	-6	5%	-66%[inhibitor]	-5%	-2%
> CCN1CCN(C(=O)c2cccc(OC3CCN(S(C)(=O)=O)CC3)c2)[C@@H](C)C1=O
→ 0%	-10	.	2%	0%	-0.2%	.	-4%	21%	-1%	2%
> Cc1ccc(C)c(C2=NNC(=NCc3ccccc3)SC2)c1
→ 12%	-8	-8%	-3%	?	3.3%	-2	5%	0%	0%	-7%
> CCn1c(-c2c[nH]c3ccccc23)n[nH]c1=S
→ -9%	4	2%	-9%	2%	0.1%	3	1%	-2%	-12%	15%
> O=C(O)Cc1ccc(S(=O)(=O)N2CCCC2)s1
→ .	3	.	0%	1%	-1.8%	.	.	?	-3%	-5%
> CCOC(=O)N1CCN(C(=O)CCCn2nnnc2CN2CCC(C)CC2)CC1
→ 1%	-8	10%	4%	2%	0.0%	-9	0%	-25%	-4%	1%
> CCCc1ccc(OCC(=O)NNC(=O)c2cccnc2)cc1
→ 1%	12	-11%	0%	-2%	0.0%	4	0%	8%	-2%	1%
> COc1cc(S(=O)(=O)N2CCOCC2)cc(C(=O)c2nccn2C)c1OC
→ 3%	1	0%	-3%	-1%	0.0%	0	0%	1%	-6%	-2%
> CC1CCCN(C(=O)c2ccc3ncsc3c2)C1 (centres undefined)
→ .	4	.	24%	-5%	-0.2%	.	.	2%	-4%	24%
> COc1cccc2c1O/C(=N\O)C(C(=O)Nc1ccc(C)cc1)C2 (centres undefined)
→ .	7	19%	3%	?	-1.2%	-4	-2%	-4%	2%	2%
> O=C(O)C1C2C=CC(O2)C1C(=O)NCc1ccc2c(c1)OCO2 (centres undefined)
→ -18%	-4	10%	-2%	0%	-0.1%	1	-4%	-2%	-4%	7%
> CC(=C/c1ccccc1)/C=N/NC(=O)c1cccs1
→ -2%	1	.	3%	?	-0.6%	0	-4%	10%	-3%	1%
> CCOc1cc2c(cc1/C=C/c1noc(C)c1[N+](=O)[O-])OC(C)C2 (centres undefined)
→ -2%	-10	-8%	-9%	-1%	0.5%	0	-4%	?	?	1%
> COc1ccc(NC(=O)N2CCCC(c3ccccc3)C2)cc1 (centres undefined)
→ .	-9	-17%	1%	0%	0.0%	0	3%	9%	-3%	-1%
> Cc1ccc(C2=NN(CCC(=O)NC3CCCC3)C(=O)CC2)cc1
→ .	-3	2%	7%	2%	-0.5%	2	-1%	21%	0%	-3%
> Cc1c(C#N)c2ccccc2n1CCOc1ccccc1F
→ -2%	12	13%	-11%	?	0.4%	-3	1%	-66%[inhibitor]	-2%	-1%
> O=C(NCCc1ccccc1)c1cc2ccccc2oc1=O
→ 0%	-9	1%	-4%	?	-0.5%	-6	3%	-2%	-2%	23%
> Cc1ccc(CNC(=O)CCCc2c[nH]c3ccccc23)cc1
→ .	8	.	-4%	-10%	0.4%	-1	-3%	2%	-1%	-5%

High-throughput results as filed in PubChem.
